Bioassay records deposited in PubChem by Sanford-Burnham Center for Chemical Genomics.
Gli-Sufu block: Gli-Sufu pathway antagonism; Sufu-KO-LIGHT fibroblasts, Gli luciferase reporter luminescence; 340,000 compounds, 0.74% hits; inhibition, % at 5 µM;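 active = inhibition above about 55%, limit read from the data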;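 note: 0% = DMSO-treated cells and 100% = wells with medium but no cells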
Apaf1 inhib: inhibitors of human Apaf-1 apoptosome. O14727. reconstituted apoptosome caspase-3 activity, DEVD-Rh110 fluorescence. inhibition, % at 20 µM. 330,000 compounds, 0.71% hits. AID 489030; active = inhibition of at least 40% at 20 µM;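 note: plate controls were DMSO wells for no effect and DEVD-CHO caspase inhibitor wells for full effect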
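Material: cell-free apoptosome with Apaf-1, procaspase-3 and caspase-9; Buffer or medium: Hepes pH 7.5 with detergent and BSA; Reagent: cytochrome c trigger plus (Z-DEVD)2-Rh110 caspase-3 substrate; Times: compound with Apaf-1, dATP, procaspase-3 30 min, then 50 min reaction, room temperature; Technique: Rh110 fluorescence intensity.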
SENP8 block: SENP8 protease inhibition | Q96LD8 | purified SENP8, Z-RLRGG-aminoluciferin cleavage, luminescence | inhibition, % at 10 µM | 330,000 compounds, 1.2% hits
Target sequence (Q96LD8 whole entry, looked up): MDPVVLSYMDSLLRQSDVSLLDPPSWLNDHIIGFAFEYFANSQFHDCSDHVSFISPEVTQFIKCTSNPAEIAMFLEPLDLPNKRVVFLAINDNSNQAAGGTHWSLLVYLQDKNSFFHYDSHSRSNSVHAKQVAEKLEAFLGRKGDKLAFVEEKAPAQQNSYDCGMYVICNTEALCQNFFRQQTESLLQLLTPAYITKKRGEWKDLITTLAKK
SENP7 block: SENP7 protease inhibition. recombinant SENP7, Z-RLRGG-aminoluciferin luminescence, 40 min. Q9BQF6. 330,000 compounds, 1.5% hits. inhibition, % at 5 µM;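 active = inhibition above about 50% at the single test dose, limit read from the data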;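 note: plate controls were DMSO with enzyme for no effect and no enzyme buffer wells for full effect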
Target sequence (Q9BQF6 706-1050 limits assumed): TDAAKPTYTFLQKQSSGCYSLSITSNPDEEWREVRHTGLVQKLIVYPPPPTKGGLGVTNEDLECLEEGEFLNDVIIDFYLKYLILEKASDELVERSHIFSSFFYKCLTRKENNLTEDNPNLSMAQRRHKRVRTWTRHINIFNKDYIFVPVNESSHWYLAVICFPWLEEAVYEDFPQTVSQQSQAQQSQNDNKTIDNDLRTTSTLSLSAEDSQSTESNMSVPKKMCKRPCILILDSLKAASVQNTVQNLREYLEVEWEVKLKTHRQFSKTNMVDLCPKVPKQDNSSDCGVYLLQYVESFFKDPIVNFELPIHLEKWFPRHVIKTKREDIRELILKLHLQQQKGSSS
UBC13 polyUb: inhibitors of human UBC13 polyubiquitin chain formation. P61088. TR-FRET. inhibition, % at 20 µM. 330,000 compounds, 0.47% hits; in the data active = inhibition above about 45%, passing the limit was not always enough
Target sequence (P61088 whole entry, looked up): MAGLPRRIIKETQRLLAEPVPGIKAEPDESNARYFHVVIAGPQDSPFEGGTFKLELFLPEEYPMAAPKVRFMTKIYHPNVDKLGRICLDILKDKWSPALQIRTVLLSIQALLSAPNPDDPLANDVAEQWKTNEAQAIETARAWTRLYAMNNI
Jurkat NFkB inh: lowers PMA/ionomycin-induced NF-kB signal in Jurkat cells | PMA/ionomycin-induced NF-kB luciferase reporter, luminescence | inhibition, % at 4 µM | 330,000 compounds, 0.53% hits | AID 435003
HKDC1 inhibitor: blocks human hexokinase HKDC1 activity | Q2TB90 | recombinant HKDC1, G6PDH/diaphorase resazurin coupled fluorescence | inhibition, % at 20 µM | 340,000 compounds, 0.16% hits | AID 493160;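 active = inhibition above about 35% when tested at 20 µM, limit read from the data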;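 note: plate controls were DMSO wells with enzyme for no effect and DMSO wells lacking enzyme for full effect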
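Test system: recombinant HKDC1 (HK5) hexokinase enzyme, produced in-house / Doses: 20 µM test compound, 1% DMSO / Timing: 90 min, room temperature / Detection: G6PDH/diaphorase-coupled fluorescence, 1 mM NADP, 100 µM resazurin, 525/613 nm / Control set: DMSO wells with and without enzyme mix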
697 NFkB inh: lowers PMA/ionomycin-induced NF-kB signal in 697 B cells; 330,000 compounds, 0.33% hits; inhibition, % at 4 µM; 697 B-cell NF-kB luciferase reporter, 16 h; in the data active = inhibition above about 35%
An asterisk follows results filed as active. Cut-off read from the data, not from the text of the source, unless noted: active = inhibition above about 50%; inactive = the rest.

Results for CCCCCCn1c(=O)[nH]c2c(c1=O)CCC2 ?
Gli-Sufu block: 4; Apaf1 inhib: -21; SENP8 block: -2; SENP7 block: -13; UBC13 polyUb: 6; Jurkat NFkB inh: -2; HKDC1 inhibitor: -2; 697 NFkB inh: -1

Results for CCC(=O)N1CCc2cc(S(=O)(=O)N3CCCCCC3)ccc21 ?
Gli-Sufu block: 17; Apaf1 inhib: 0; SENP8 block: -6; SENP7 block: -16; UBC13 polyUb: -6; Jurkat NFkB inh: 3; HKDC1 inhibitor: -1; 697 NFkB inh: -30

What do the screens show for `COc1ccc(C2c3ccc(O)cc3Oc3ncn(Cc4ccco4)c(=N)c32)cc1` (configuration not stated)?
Gli-Sufu block: 5; Apaf1 inhib: -10; SENP8 block: 1; SENP7 block: 7; UBC13 polyUb: -6; Jurkat NFkB inh: 13; HKDC1 inhibitor: 8; 697 NFkB inh: -2

How did CC1=C(n2nnc([N+](=O)[O-])n2)C(c2cccnc2)C(C#N)=C(N)O1 (configuration not stated) do in these assays?
Gli-Sufu block: -11; Apaf1 inhib: -2; SENP8 block: 6; SENP7 block: -1; UBC13 polyUb: 4; Jurkat NFkB inh: 19; HKDC1 inhibitor: 21; 697 NFkB inh: 18

How did COc1ccc(N=C2S/C(=C\c3ccc(Cl)c([N+](=O)[O-])c3)C(=O)N2CCN(C)C)cc1 do in these assays?
Gli-Sufu block: -1; Apaf1 inhib: 21; SENP8 block: 2; SENP7 block: 1; UBC13 polyUb: 33; Jurkat NFkB inh: 51*; HKDC1 inhibitor: 13; 697 NFkB inh: 4

How did COc1cc(/C=N/NC(=O)c2ccc(Cn3cc([N+](=O)[O-])cn3)o2)cc(Br)c1O do in these assays?
Gli-Sufu block: -1; Apaf1 inhib: 0; SENP8 block: 4; SENP7 block: -2; UBC13 polyUb: -1; Jurkat NFkB inh: 7; HKDC1 inhibitor: -7; 697 NFkB inh: 23

What do the screens show for `CCOc1cc(/C=N/Nc2ncnc(Cl)c2N)ccc1O`?
Gli-Sufu block: -24; Apaf1 inhib: -3; SENP8 block: -17; SENP7 block: -8; UBC13 polyUb: -20; Jurkat NFkB inh: -35; HKDC1 inhibitor: 15; 697 NFkB inh: -27

How did CN(Cc1cn(C)nc1-c1ccc(Oc2ccccc2)cc1)Cc1cnc2ccccn12 do in these assays?
Gli-Sufu block: 26; Apaf1 inhib: 6; SENP8 block: 4; SENP7 block: 6; UBC13 polyUb: 10; Jurkat NFkB inh: 14; HKDC1 inhibitor: -6; 697 NFkB inh: -36

What do the screens show for `COc1cccc(NC(=O)N2CCCC2C(=O)NC2CC2)c1` (configuration not stated)?
Gli-Sufu block: -4; Apaf1 inhib: -12; SENP8 block: -7; SENP7 block: -4; UBC13 polyUb: -4; Jurkat NFkB inh: 3; HKDC1 inhibitor: -3; 697 NFkB inh: 4

How did C=CCOC(=O)C1=C(C)OC(N)=C(C#N)C1c1c(C)nn(-c2ccccc2)c1Cl (configuration not stated) do in these assays?
Gli-Sufu block: 5; Apaf1 inhib: 7; SENP8 block: -4; SENP7 block: -1; UBC13 polyUb: 5; Jurkat NFkB inh: 6; HKDC1 inhibitor: -3; 697 NFkB inh: -7

What do the screens show for `COc1ccc(-n2c(O)c(/C=C3\C=Nc4ccccc43)c(=O)[nH]c2=O)cc1`?
Gli-Sufu block: 3; Apaf1 inhib: -5; SENP8 block: 4; SENP7 block: -4; UBC13 polyUb: -25; Jurkat NFkB inh: 6; HKDC1 inhibitor: 5; 697 NFkB inh: 6

Results for CCN(CC)CCNC(=O)c1cc([N+](=O)[O-])c(N(C)C)cc1OC ?
Gli-Sufu block: -4; Apaf1 inhib: -12; SENP8 block: -2; SENP7 block: -2; UBC13 polyUb: -10; Jurkat NFkB inh: 4; HKDC1 inhibitor: -6; 697 NFkB inh: 16

How did O=C(Nc1c(C(=O)N2CCCCC2)cnn1-c1ccccc1)c1ccco1 do in these assays?
Gli-Sufu block: 43; Apaf1 inhib: -20; SENP8 block: -8; SENP7 block: -18; UBC13 polyUb: -2; Jurkat NFkB inh: 3; HKDC1 inhibitor: 7; 697 NFkB inh: 10

What do the screens show for `COc1ccccc1C(=O)NCCC(=O)NCCc1ccccc1`?
Gli-Sufu block: -16; Apaf1 inhib: 0; SENP8 block: 6; SENP7 block: 4; UBC13 polyUb: -3; Jurkat NFkB inh: -3; HKDC1 inhibitor: 2; 697 NFkB inh: 19

What do the screens show for `Cc1ccc(NC(=O)CCc2nc3ccccc3c(=O)[nH]2)cc1S(=O)(=O)N1CCOCC1`?
Gli-Sufu block: -3; Apaf1 inhib: 6; SENP8 block: -7; SENP7 block: 1; UBC13 polyUb: -3; Jurkat NFkB inh: -5; HKDC1 inhibitor: -2; 697 NFkB inh: 3

What do the screens show for `Nc1nc2c3ccccc3nc(C3CC3)n2n1`?
Gli-Sufu block: 4; Apaf1 inhib: -1; SENP8 block: -4; SENP7 block: 6; UBC13 polyUb: -2; Jurkat NFkB inh: 9; HKDC1 inhibitor: 2; 697 NFkB inh: 19

Results for COc1ccc(CCNCc2ccc(OCC(=O)N3CCCCC3)c(OC)c2)cc1OC ?
Gli-Sufu block: 3; Apaf1 inhib: -17; SENP8 block: -3; SENP7 block: -7; UBC13 polyUb: 23; Jurkat NFkB inh: 12; HKDC1 inhibitor: -7; 697 NFkB inh: -2

Results for COc1ccc(/C=C/C(=O)OCC(=O)N2CCCCCC2)cc1OC ?
Gli-Sufu block: -3; Apaf1 inhib: -9; SENP8 block: 2; SENP7 block: -14; UBC13 polyUb: 8; Jurkat NFkB inh: -1; HKDC1 inhibitor: -4; 697 NFkB inh: 3

What do the screens show for `COc1ccc(Nc2c3c(nc4ccccc24)CCCC3)cc1OC`?
Gli-Sufu block: 24; Apaf1 inhib: 11; SENP8 block: 2; SENP7 block: 2; UBC13 polyUb: -16; Jurkat NFkB inh: -7; HKDC1 inhibitor: -7; 697 NFkB inh: -59

What do the screens show for `CN(c1ccccc1C(=O)Nc1ccc(F)c(Cl)c1)S(C)(=O)=O`?
Gli-Sufu block: -1; Apaf1 inhib: -13; SENP8 block: 1; SENP7 block: -7; UBC13 polyUb: 2; Jurkat NFkB inh: 3; HKDC1 inhibitor: -9; 697 NFkB inh: -5

Results for COc1ccc2cc([C@H](C)C(=O)N(C)Cc3ccccc3N3CCCC3)ccc2c1 ?
Gli-Sufu block: 3; Apaf1 inhib: 30; SENP8 block: -13; SENP7 block: -12; UBC13 polyUb: -4; Jurkat NFkB inh: -8; HKDC1 inhibitor: 1; 697 NFkB inh: 2

How did Cc1cccc2cc(/C=N/NC(=O)c3ccccc3O)c(Cl)nc12 do in these assays?
Gli-Sufu block: 15; Apaf1 inhib: 10; SENP8 block: -11; SENP7 block: 3; UBC13 polyUb: -11; Jurkat NFkB inh: 12; HKDC1 inhibitor: 18; 697 NFkB inh: 7

How did S=C(Nc1ccc(Br)cc1)N1CCN(C2CCCCC2)CC1 do in these assays?
Gli-Sufu block: -2; Apaf1 inhib: 11; SENP8 block: -5; SENP7 block: -4; UBC13 polyUb: -2; Jurkat NFkB inh: 0; HKDC1 inhibitor: -8; 697 NFkB inh: 2

Results for CCOC(=O)c1ccc(S(=O)(=O)Nc2cc(S(=O)(=O)N3CCOCC3)ccc2O)cc1 ?
Gli-Sufu block: 0; Apaf1 inhib: -4; SENP8 block: 2; SENP7 block: 5; UBC13 polyUb: -14; Jurkat NFkB inh: 2; HKDC1 inhibitor: -14; 697 NFkB inh: 5

How did O=C(Cc1cccc(C(F)(F)F)c1)NCC(=O)Nc1cc(Cl)ccc1Cl do in these assays?
Gli-Sufu block: -11; Apaf1 inhib: 7; SENP8 block: 7; SENP7 block: 3; UBC13 polyUb: 22; Jurkat NFkB inh: 19; HKDC1 inhibitor: 3; 697 NFkB inh: 13

Results for Cc1ccc(CCNC(=O)C2CCCN2S(=O)(=O)c2ccc3c(c2)CCC(=O)N3)cc1 (configuration not stated) ?
Gli-Sufu block: 31; Apaf1 inhib: -7; SENP8 block: 6; SENP7 block: 3; UBC13 polyUb: 0; Jurkat NFkB inh: 5; HKDC1 inhibitor: 6; 697 NFkB inh: 8

How did O=C(NC(=S)Nc1cnc2ccccc2c1)c1ccccc1 do in these assays?
Gli-Sufu block: -96; Apaf1 inhib: 3; SENP8 block: 25; SENP7 block: 23; UBC13 polyUb: 14; Jurkat NFkB inh: -112; HKDC1 inhibitor: 11; 697 NFkB inh: -102

How did O=C(Cc1ncon1)Nc1ccc(F)c(F)c1F do in these assays?
Gli-Sufu block: 5; Apaf1 inhib: 4; SENP8 block: -9; SENP7 block: 3; UBC13 polyUb: 6; Jurkat NFkB inh: -6; HKDC1 inhibitor: -2; 697 NFkB inh: 16

Results for COc1cc(-c2nnn(CC(=O)NCc3ccccc3)n2)cc(OC)c1OC ?
Gli-Sufu block: 10; Apaf1 inhib: -4; SENP8 block: -6; SENP7 block: -2; UBC13 polyUb: 8; Jurkat NFkB inh: 11; HKDC1 inhibitor: 10; 697 NFkB inh: 16

What do the screens show for `Cc1ccc(S(=O)(=O)N/N=C/c2ccc(OCC(=O)N3CCOCC3)cc2)cc1`?
Gli-Sufu block: -17; Apaf1 inhib: 1; SENP8 block: -3; SENP7 block: 7; UBC13 polyUb: 5; Jurkat NFkB inh: 14; HKDC1 inhibitor: -11; 697 NFkB inh: 9

How did N#CCc1ccc(NC(=O)c2ccc(S(=O)(=O)N3CCOCC3)cc2)cc1 do in these assays?
Gli-Sufu block: -5; Apaf1 inhib: 0; SENP8 block: 6; SENP7 block: -2; UBC13 polyUb: -5; Jurkat NFkB inh: -12; HKDC1 inhibitor: -1; 697 NFkB inh: -12

What do the screens show for `O=C1NCCN1C(=O)c1cccc(Cl)c1`?
Gli-Sufu block: 8; Apaf1 inhib: 12; SENP8 block: 2; SENP7 block: 4; UBC13 polyUb: 2; Jurkat NFkB inh: 12; HKDC1 inhibitor: -5; 697 NFkB inh: 22

How did COC(=O)c1sc2nc(-c3ccco3)ccc2c1N do in these assays?
Gli-Sufu block: -66; Apaf1 inhib: 12; SENP8 block: 11; SENP7 block: 5; UBC13 polyUb: -13; Jurkat NFkB inh: -20; HKDC1 inhibitor: 6; 697 NFkB inh: -16

How did COc1ccc(-n2nc(C(=O)NCC(=O)NCc3ccco3)c3ccccc3c2=O)cc1Cl do in these assays?
Gli-Sufu block: 3; Apaf1 inhib: 10; SENP8 block: 15; SENP7 block: 2; UBC13 polyUb: 0; Jurkat NFkB inh: 8; HKDC1 inhibitor: -7; 697 NFkB inh: -2

What do the screens show for `C=CCn1c(CCCNC(=O)c2ccccc2OC)nc2ccccc21`?
Gli-Sufu block: 12; Apaf1 inhib: -21; SENP8 block: -1; SENP7 block: 1; UBC13 polyUb: 4; Jurkat NFkB inh: 2; HKDC1 inhibitor: -3; 697 NFkB inh: 13

Reprinted at random: three records from the list
Results for CCC(=O)N1CCc2cc(S(=O)(=O)N3CCCCCC3)ccc21 ?
Gli-Sufu block: 17; Apaf1 inhib: 0; SENP8 block: -6; SENP7 block: -16; UBC13 polyUb: -6; Jurkat NFkB inh: 3; HKDC1 inhibitor: -1; 697 NFkB inh: -30

How did O=C(Nc1c(C(=O)N2CCCCC2)cnn1-c1ccccc1)c1ccco1 do in these assays?
Gli-Sufu block: 43; Apaf1 inhib: -20; SENP8 block: -8; SENP7 block: -18; UBC13 polyUb: -2; Jurkat NFkB inh: 3; HKDC1 inhibitor: 7; 697 NFkB inh: 10

What do the screens show for `COc1ccc(Nc2c3c(nc4ccccc24)CCCC3)cc1OC`?
Gli-Sufu block: 24; Apaf1 inhib: 11; SENP8 block: 2; SENP7 block: 2; UBC13 polyUb: -16; Jurkat NFkB inh: -7; HKDC1 inhibitor: -7; 697 NFkB inh: -59
